Screening results deposited in PubChem BioAssay by Sanford-Burnham Center for Chemical Genomics.
SENP8 block-1: SENP8 protease inhibition. Q96LD8. purified SENP8, Z-RLRGG-aminoluciferin cleavage, luminescence. inhibition, % at 10 µM. 330,000 tested, 1.2% active. AID 2540; in the data active = inhibition above about 50%
Target sequence (Q96LD8 whole entry, looked up): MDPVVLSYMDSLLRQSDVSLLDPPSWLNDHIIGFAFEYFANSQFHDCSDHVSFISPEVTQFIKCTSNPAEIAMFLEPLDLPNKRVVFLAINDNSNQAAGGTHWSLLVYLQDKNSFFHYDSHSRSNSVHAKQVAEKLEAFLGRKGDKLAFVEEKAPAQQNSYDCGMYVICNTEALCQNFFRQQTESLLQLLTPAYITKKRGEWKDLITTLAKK
SENP7 inh: blocks the human protease SENP7; Q9BQF6; inhibition, % at 5 µM; recombinant SENP7, Z-RLRGG-aminoluciferin luminescence, 40 min; 330,000 tested, 1.5% active;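 active = inhibition above about 50% at the single test dose, limit read from the data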;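 also: plate controls were DMSO with enzyme for no effect and no enzyme buffer wells for full effect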
Target sequence (Q9BQF6 706-1050 limits assumed): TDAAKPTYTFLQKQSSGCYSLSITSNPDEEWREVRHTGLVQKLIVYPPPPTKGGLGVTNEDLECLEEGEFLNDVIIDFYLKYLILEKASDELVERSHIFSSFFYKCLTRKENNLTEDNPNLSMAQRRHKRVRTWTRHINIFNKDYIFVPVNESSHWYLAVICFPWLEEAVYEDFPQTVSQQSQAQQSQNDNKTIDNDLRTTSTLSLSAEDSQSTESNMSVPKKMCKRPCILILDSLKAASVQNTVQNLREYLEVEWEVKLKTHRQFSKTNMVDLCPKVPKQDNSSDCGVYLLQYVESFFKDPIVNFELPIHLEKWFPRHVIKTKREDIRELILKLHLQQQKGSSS
SENP8 block-2: blocks human SENP8 cleavage of Nedd8 substrate; AID 602440; inhibition, % at 20 µM; recombinant SENP8, Nedd8 substrate fluorescence; 360,000 tested, 0.64% active; Q96LD8; in the data active = inhibition mostly above about 40%, no sharp cut-off; inactive = mostly below about 27%
SENP6 inh: blocks the human protease SENP6; Q9GZR1; Recombinant SENP6 catalytic domain, aminoluciferin luminescence; inhibition, % at 10 µM; 330,000 tested, 1.8% active; AID 2599;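 active = inhibition above about 50% at the single tested dose, limit read from the data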;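 also: plate controls were DMSO wells with enzyme for no effect and DMSO wells lacking enzyme for full effect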
UBC13 polyUb: human UBC13 polyubiquitination inhibition; UBC13 polyubiquitin chain formation, TR-FRET; 330,000 tested, 0.47% active; inhibition, % at 20 µM; P61088; in the data active = inhibition above about 45%, passing the limit was not always enough
Target sequence (P61088 whole entry, looked up): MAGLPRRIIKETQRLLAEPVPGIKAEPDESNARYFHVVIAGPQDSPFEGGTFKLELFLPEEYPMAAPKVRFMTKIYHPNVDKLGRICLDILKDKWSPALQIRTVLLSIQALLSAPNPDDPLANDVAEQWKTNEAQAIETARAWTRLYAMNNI
Apaf-1 inh: blocks human Apaf-1 apoptosome activity. O14727. reconstituted apoptosome caspase-3 activity, DEVD-Rh110 fluorescence. inhibition, % at 20 µM. 330,000 tested, 0.71% active. AID 489030; active = inhibition of at least 40% at 20 µM;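 also: plate controls were DMSO wells for no effect and DEVD-CHO caspase inhibitor wells for full effect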
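System: reconstituted apoptosome with Apaf-1, cytochrome c, caspase-9, procaspase-3, dATP; Signal: Rh110 fluorescence intensity; Schedule: 30 min compound preincubation, 50 min activation, room temperature; Reagent: cytochrome c trigger plus (Z-DEVD)2-Rh110 caspase-3 substrate.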
SENP1 FRET inh: SENP1 (human) catalytic domain inhibition | AID 624204 | inhibition, % at 10 µM | recombinant SENP1 catalytic domain, CyPet-SUMO1-YPet FRET cleavage | Q9P0U3 | 360,000 tested, 0.21% active;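 active = inhibition at least 30% at 10 µM, raw YFP signal under a set limit, fluorescence ratio 0.5 to 1.5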;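 also: 0% = enzyme with DMSO and 100% = no enzyme wells; some results filed as inactive read as strong as hits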
Target sequence (Q9P0U3 419-644 limits assumed): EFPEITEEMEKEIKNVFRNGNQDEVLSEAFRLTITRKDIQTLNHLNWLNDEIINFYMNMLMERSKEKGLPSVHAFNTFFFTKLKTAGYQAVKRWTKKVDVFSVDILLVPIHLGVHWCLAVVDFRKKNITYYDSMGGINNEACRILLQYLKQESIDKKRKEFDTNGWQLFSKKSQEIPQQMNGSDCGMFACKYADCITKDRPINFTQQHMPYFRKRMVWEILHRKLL
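Assay system: hSENP1 catalytic domain, recombinant. Amount: SENP1 enzyme, 20 pM final. Schedule: 50 min reaction, RT, dark. Technique: FRET, CFP and YFP emission. Control set: no-enzyme wells low, DMSO-plus-enzyme wells high control.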
APOBEC3G inh: APOBEC3G (human) deaminase inhibition; Q9HC16; recombinant A3G, ssDNA deamination FAM/TAMRA fluorescence; inhibition, % at 20 µM; 330,000 tested, 0.28% active; AID 493012;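 active = inhibition of at least 40% at 20 µM, with no more than 30% in the related APOBEC3A deaminase screen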;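 also: plate controls were DMSO wells with A3G for no effect and wells lacking A3G enzyme for full effect; some compounds called inactive have numbers as strong as hits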
Numbers without * were called inactive; i = inactive; / = not tested or not shown.

SMILES	SENP8 block-1	SENP7 inh	SENP8 block-2	SENP6 inh	UBC13 polyUb	Apaf-1 inh	SENP1 FRET inh	APOBEC3G inh
O=S1(=O)[C@H]2C[C@H](CO)O[C@@]2(CO)CN1Cc1ccc(-c2ccc(F)cc2)cc1	/	11	6	/	/	12	-2	8
COC(OC)c1ccc(C#N)c(SCc2ccccc2)n1	6	0	-6	-3	10	-5	1	-4
O=C(COC(=O)/C=C/c1ccccc1)NC1CCCCC1	-13	-10	-1	-22	-1	5	2	-8
CCN(CC(=O)Nc1ccccc1OC)C(=O)C1CCCC1	-3	3	16	6	10	-7	2	-8
CCCN1C(C)C(C(=O)OCC)=CN(Cc2cccc(I)c2)S1(=O)=O (configuration not stated)	/	-8	8	/	/	21	3	1
Cc1cc(C)n(-c2nc3sc4c(c3c3nnc(SC(C)C)n23)CC(C)(C)OC4)n1	-3	-1	i	-7	6	3	-23	-2
CC(=O)C(Cc1ccccc1)NC(=O)COc1ccc2c(c1)OCO2 (configuration not stated)	-13	-8	3	-7	-6	12	2	-10
Cc1ccc(S(=O)(=O)N(CC(=O)N(C)C)c2cccc([N+](=O)[O-])c2)cc1	-5	2	8	-14	-8	6	2	-2
O=C(CSc1nc2[nH]c(=O)cc(O)c2s1)Nc1cccc(Br)c1	0	-2	5	7	-11	3	-2	-4
Cc1cc(-c2csc(N)n2)c(C)n1Cc1ccccc1	9	0	-2	11	-5	-1	-1	-3
CN(C)c1ccc(C(C(=O)NC2CCCCC2)N(Cc2ccco2)C(=O)c2snc(C(N)=O)c2N)cc1 (configuration not stated)	6	3	-65	0	7	14	-3	-9
COc1ccc(CN(C(=O)c2cc(=O)c3ccccc3o2)C2CCS(=O)(=O)C2)cc1 (configuration not stated)	-14	-3	9	-22	5	-6	0	-7

Copied from the list.
O=C(CSc1nc2[nH]c(=O)cc(O)c2s1)Nc1cccc(Br)c1 | SENP1 FRET inh: -2
COC(OC)c1ccc(C#N)c(SCc2ccccc2)n1 | SENP6 inh: -3
CCCN1C(C)C(C(=O)OCC)=CN(Cc2cccc(I)c2)S1(=O)=O (configuration not stated) | SENP7 inh: -8
CN(C)c1ccc(C(C(=O)NC2CCCCC2)N(Cc2ccco2)C(=O)c2snc(C(N)=O)c2N)cc1 (configuration not stated) | UBC13 polyUb: 7

A portion taken from the entries so far:
SMILES	SENP8 block-1	SENP7 inh	SENP8 block-2	SENP6 inh	UBC13 polyUb	Apaf-1 inh	SENP1 FRET inh	APOBEC3G inh
CCN(CC(=O)Nc1ccccc1OC)C(=O)C1CCCC1	-3	3	16	6	10	-7	2	-8
CCCN1C(C)C(C(=O)OCC)=CN(Cc2cccc(I)c2)S1(=O)=O (configuration not stated)	/	-8	8	/	/	21	3	1

Remaining list, next part
SMILES	SENP8 block-1	SENP7 inh	SENP8 block-2	SENP6 inh	UBC13 polyUb	Apaf-1 inh	SENP1 FRET inh	APOBEC3G inh
CN1CCn2c1nc(N1CCOCC1)nc2=O	3	4	8	-13	0	-3	3	-11
Cc1ccc(O)c(CNc2ccc(S(=O)(=O)Nc3nccs3)cc2)c1	0	1	2	1	0	3	0	-8
O=C(CCn1cnc2ccccc2c1=O)Nc1ccc2c(c1)OCCO2	-5	-5	24	-16	6	-4	1	-3
O=C(NCc1ccc2c(c1)OCO2)c1sccc1Br	-6	-7	16	-10	6	-9	0	-6
CC(C)OCCCNc1ncnc2c1cnn2-c1ccccc1	2	25	19	18	9	-4	-2	-6
CC(CCc1ccccc1)NC(=O)c1ccccc1C(=O)O (configuration not stated)	-4	1	0	-4	2	-2	-4	0
CCCn1c(O)c(C=Nc2ccccc2)sc1=S	-11	6	6	24	5	11	-48	-4
COc1ccccc1CN1CC(C(=O)NCc2ccc(SC)cc2)CCC1=O (configuration not stated)	-10	-10	-1	8	-6	10	0	-4
CCC1(CC)Cc2ccccc2-c2nc(CN3CCOCC3)[nH]c(=O)c21	-2	-3	-6	-5	-15	19	1	-4
O=Cc1cc2cc3c(cc2nc1Cl)OCCO3	-13	0	/	-8	-15	-5	/	-3
COc1ccc(N2CC(C(=O)N3CCN(Cc4ccc5c(c4)OCO5)CC3)CC2=O)cc1 (configuration not stated)	5	11	-1	6	1	1	2	-5
Nc1c(N(Cc2ccccc2)C(=O)CCc2ccccc2)c(=O)[nH]c(=O)n1Cc1ccccc1	-4	-8	-5	9	0	2	0	-6

Rewritten comma-delimited: part of the list above.
SMILES,SENP8 block-1,SENP7 inh,SENP8 block-2,SENP6 inh,UBC13 polyUb,Apaf-1 inh,SENP1 FRET inh,APOBEC3G inh
O=Cc1cc2cc3c(cc2nc1Cl)OCCO3,-13,0,/,-8,-15,-5,/,-3
Cc1ccc(O)c(CNc2ccc(S(=O)(=O)Nc3nccs3)cc2)c1,0,1,2,1,0,3,0,-8
CN1CCn2c1nc(N1CCOCC1)nc2=O,3,4,8,-13,0,-3,3,-11

Going on with the list:
SMILES	SENP8 block-1	SENP7 inh	SENP8 block-2	SENP6 inh	UBC13 polyUb	Apaf-1 inh	SENP1 FRET inh	APOBEC3G inh
O=C(c1ccc(CN2CCc3ccccc3C2)cc1)N1CCN(c2ccccc2)CC1	-12	-2	24	-5	6	15	1	1
CC1(OC(=O)C2CCCC2)C(=O)C=C2C=C(c3ccsc3)N(C3CCCC3)C=C2C1=O (configuration not stated)	5	12	6	10	-32	25	-23	-6
CCCCNC(=S)NCc1ccc2[nH]c(C)cc2c1	-12	20	8	-22	-4	6	-5	6
CCOc1ccc(C(=O)N2CCc3ccccc32)cc1	12	8	8	22	3	4	1	-2
CCCCCC(=O)Nc1cccc(C2=NOC3(C2)C[C@@H](C(N)=O)N(C(=O)Cc2ccc([N+](=O)[O-])cc2)C3)c1 (some centres not stated)	5	-5	25	-4	10	2	2	-6
CCCCN(CCCC)S(=O)(=O)c1ccc(NC(=O)CN2CCOCC2)cc1	12	9	2	-1	2	3	0	1
O=C(Cn1ncc(N2CCOCC2)c(Cl)c1=O)c1ccc(Cl)cc1	0	4	12	4	2	-7	0	-11
CCNc1nnc(SCC(=O)c2c(N)n(C3CC3)c(=O)[nH]c2=O)s1	-5	-6	0	-9	-14	15	1	-11
NC(=O)C1(N2CCCCC2)CCN(CC(=O)Nc2ccccc2Sc2ccccc2)CC1	1	7	24	-11	11	11	-2	-4
CC(C)C(NC(=O)CCNC(=O)c1ccc([N+](=O)[O-])cc1)c1nc2ccccc2[nH]1 (configuration not stated)	9	4	-1	7	-10	-3	-11	-1
O=c1c2c([nH]c3ccccc13)CCC2	-8	0	0	-18	0	-4	1	0
Cc1ccnc(N2CCC(C(=O)Nc3nnc(C)s3)CC2)n1	-5	-2	-36	5	11	-6	-3	-7
Cn1cccc1C1CCCN1CC(=O)Nc1ccc(F)c(F)c1F (configuration not stated)	-5	4	23	8	0	5	-2	-6
COC(=O)Cc1csc(Nc2ccccc2Cl)n1	-2	4	5	8	7	-10	-2	-8
COc1ccc(-c2nnn(CC(=O)NCCc3c[nH]c4ccccc34)n2)cc1OC	4	0	16	5	12	-11	2	-8
O=C(CN1CCN(C(c2ccccc2)c2ccccc2)CC1)NC(=O)NCc1ccco1	7	1	7	-8	4	23	0	-1
O=C(C1=COCCO1)N(Cc1nnc(-c2ccccc2Cl)o1)C1CC1	1	-3	10	-2	9	-6	-1	-8
C=CCN(C(=O)c1csnn1)C(C(=O)NCc1ccc(F)cc1)c1ccccc1 (configuration not stated)	-1	3	6	-13	4	-1	0	-11
CCCCN(CC)C(=O)c1ccc(Cl)cc1	0	1	6	3	5	-11	3	-10
O=C(NNC(=O)c1ccc2ccccc2c1)Nc1ccc(F)cc1	-2	-7	1	-1	3	9	2	-3
CCOc1cc(/C=N/NC(=O)c2ccc(CN3CCOCC3)cc2)ccc1OC	-7	2	-128	-18	1	16	4	-1
COc1ccccc1C1Nc2ccccc2NC2=C1C(=O)CC(C)(C)C2 (configuration not stated)	5	9	-19	16	-17	5	2	8
Cc1ccc(Cl)c(OCC(=O)Nc2ccc(S(=O)(=O)NC3=NCCCCC3)cc2)c1	-3	0	6	-11	-2	16	1	-3
Cc1cc(C)c(NC(=O)c2sc3nc(C)[nH]c(=O)c3c2C)c(C)c1	-2	5	/	-12	2	-13	/	-8
COc1cc(OC)c2c(C)c(Cl)c(=O)oc2c1	-10	-5	i	-11	8	12	1	-10
COc1ccc(S(N)(=O)=O)cc1C(=O)OCC(=O)NC(C)(C#N)C1CC1 (configuration not stated)	3	3	11	4	-3	-7	1	-4
CS(=O)(=O)c1ccc(C(=O)OCC(=O)NC2CCS(=O)(=O)C2)cc1[N+](=O)[O-] (configuration not stated)	-3	-3	22	6	5	-7	3	-1
COc1ccc(OCC(=O)O/N=C(\N)Cc2cccs2)cc1	1	-1	21	3	13	-3	1	-5
CC(C)CN(C(=O)COC(=O)c1ccccc1Sc1ccccc1C#N)C1CCS(=O)(=O)C1 (configuration not stated)	-12	-7	25	-26	-13	8	1	-6
CCn1cnc2cc(NC(=O)c3ccc(C)cc3)ccc21	-10	1	14	24	-1	-8	2	-9
C=CCC(C)(NCc1ccccc1)c1ccccc1 (configuration not stated)	0	2	12	-9	2	5	1	-4
Cn1c(=O)c2c(nc3sccn32)n(C)c1=O	3	3	9	-16	2	-11	3	-5
CCCN1CCC(=NNc2ccc(C(=O)O)cc2)CC1	-12	-4	18	-9	-18	-9	-2	-10
COc1ccc(CC(=O)Oc2ccc(Br)cc2F)cc1S(=O)(=O)N1CCOCC1	-15	-6	1	-10	-2	4	1	-9
Nc1ccc2nc(-c3cccnc3)[nH]c2c1	0	9	-161	18	-14	20	-2	-3
CCOc1ccc(CCNc2nc3ccc(C)cc3n3cnnc23)cc1OCC	3	7	-40	-2	0	19	-1	-6
Clc1ccccc1Sc1ccc(-c2ccccn2)s1	-11	-6	-158	-15	-9	7	1	-4
[O-][N+]12CCCCC1CCCC2CO (configuration not stated)	-6	5	21	-8	-6	0	-2	-8
Cc1ccc(-c2nn(-c3ccccc3)cc2C(=O)NCC2CCCO2)cc1 (configuration not stated)	2	-2	2	-1	2	7	-1	-10
COc1ccc(/C=N/NC(N)=S)cc1	-5	-11	8	-11	13	-30	2	-10
O=C(CN1C(=O)c2cccnc2Oc2ccc(Cl)cc21)N1CCCCCC1	5	1	14	6	-4	-1	-1	-2
O=C(O)C(CCCCN1C(=O)C2C3C=CC(C3)C2C1=O)N1C(=O)C2C3C=CC(C3)C2C1=O (configuration not stated)	-6	11	2	-10	-7	-8	3	-7
CCOC(=O)Cc1csc2nc(-c3ccccc3)nn12	3	4	10	10	4	2	2	-4
COc1ccccc1N1CCN(C(=O)CSc2nc3ccccc3c(=O)n2CC2CCCO2)CC1 (configuration not stated)	1	9	5	6	2	13	-2	3
O=C(O)c1ccc(Cl)c(S(=O)(=O)Nc2ccc(S(=O)(=O)N3CCCC3)cc2)c1	7	2	8	4	-2	0	2	-2
Cc1nc(N2CCN(Cc3ccc4c(c3)OCO4)CC2)[nH]c(=O)c1C	1	-2	7	13	3	7	1	-9
CC(C)(C)c1nc2ccccc2c2nnc(SCC(=O)Nc3nc4ccccc4s3)n12	-3	-6	16	-5	-4	5	-2	-2
O=C1C2C3C=CC(C2C(=O)N1c1cccc(O)c1)C1C2C(=O)N(c4cccc(O)c4)C(=O)C2C31 (configuration not stated)	-7	2	1	12	10	-16	-5	-15
C/C(=N\N1CCN(Cc2ccccc2)CC1)c1ccco1	4	7	15	-11	-8	1	-1	2
CC(C)c1ccc(C2/C(=C(\O)c3ccc4c(c3)OCCO4)C(=O)C(=O)N2CCN2CCOCC2)cc1 (configuration not stated)	-11	-12	-17	-13	-22	-7	-1	1
O=C1Cc2ccccc2C(=O)N1OCc1ccc(Cl)cc1Cl	0	26	35	47	-10	68*	-3	-6
COc1ccc(S(=O)(=O)Nc2ccccc2C(=O)Nc2nc(-c3ccc(F)cc3)cs2)cc1OC	-1	-1	-341	1	-3	0	-7	-9
O=C(CSc1nnc(-c2ccc3c(c2)OCO3)n1-c1ccccc1)c1ccccc1	11	7	17	10	4	21	0	0
